# Sm TGR inh: qHTS Assay for the Inhibitors of Schistosoma Mansoni Peroxiredoxins; Schistosoma mansoni thioredoxin glutathione reductase (TGR), Q962Y6; purified TGR, DTNB reduction, TNB absorbance 405 nm; Potency, µM (highest dose often 114 µM), inactives show at the highest dose activity change, negative = inhibition, usual class: inhibitors; 3% of 360,000 active; AID 485364, 2010; further: potency means the concentration at half of the fitted maximal effect; nearly all actives have a fitted effect of over 60% in size
#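 TGR 20 nM + NADPH 100 uM (dispensed conc.), cpd preinc 15 min RT; start with NADPH (500 uM addition) then DTNB (15 mM addition). Kinetic TNB absorbance, 405 nm filter. Four-parameter Hill fit across titration.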
# AMA1-RON2 inh: qHTS for Inhibitors of AMA1-RON; Towards Development of Antimalarial Drug Lead: Primary Screen | Plasmodium falciparum AMA1 (3D7) - RON2 peptide interaction | AlphaScreen AMA1-biotinylated RON2 peptide binding | Potency, µM (series often up to 58.2 µM), for the others: at the top dose activity change, negative = inhibition, most hits filed as inhibitors | 0.2% of 360,000 active | AID 720542, 2013;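 further: potency means the concentration at half of the fitted maximal effect; 0% = vehicle wells and -100% = peptide control; nearly all actives have a fitted effect of over 45% in size; some results filed as inactive show a strong effect at the top dose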
#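 AMA1 (3D7) with his tag at 25 nM final met compounds first, then biotinylated RON2 peptide at 25 nM; detection used donor plus acceptor beads, 10 µg/mL apiece, read by AlphaScreen after 30 min at room temperature.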
# AmpC inh no detg: qHTS Inhibitors of AmpC Beta-Lactamase (assay without detergent). Potency, µM (series often up to 57.1 µM), for inactives: at the highest dose activity change, negative = inhibition, usual class: inhibitors. 0.52% of 330,000 active. P00811. AmpC nitrocefin hydrolysis, absorbance 480 nm, 0.0001% Triton;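 further: potency means the concentration at half of the fitted maximal effect; plate controls were no compound for no effect and no enzyme for full effect; nearly all actives have a fitted effect of over 20% in size; some results filed as inactive show a strong effect at the top dose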
# Target sequence (P00811 whole entry, looked up): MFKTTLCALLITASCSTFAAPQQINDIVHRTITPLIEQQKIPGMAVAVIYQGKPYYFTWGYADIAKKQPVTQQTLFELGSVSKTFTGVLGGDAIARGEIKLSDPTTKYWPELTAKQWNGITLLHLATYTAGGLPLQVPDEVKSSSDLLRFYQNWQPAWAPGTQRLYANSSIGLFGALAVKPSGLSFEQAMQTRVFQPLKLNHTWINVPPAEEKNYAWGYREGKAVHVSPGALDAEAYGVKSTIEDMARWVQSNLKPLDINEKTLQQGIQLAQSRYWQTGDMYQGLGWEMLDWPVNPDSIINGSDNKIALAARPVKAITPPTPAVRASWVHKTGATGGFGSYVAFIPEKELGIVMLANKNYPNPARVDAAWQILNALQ
#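 20 mM phosphate pH 7.0 + 0.01% (detergent screen) or 0.0001% Triton X-100; 5.3 nM AmpC reagent; cpd preinc 15 min RT; nitrocefin (800 uM stock) to start; A480 q20 s × 4 min; Activity was normalised to no-enzyme and no-compound control wells.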
# HCMV antiviral: qHTS Assay for inhibitors of the human cytomegalovirus (HCMV); 4.5% of 410,000 active; HFF cells, HCMV-luciferase reporter, 72 h; active compounds read low; activity change, negative = inhibition, % at 57.5 µM; in the data active means activity change below about -60%; inconclusive means no clear call, values can overlap the other calls; inactive means above about -39%
#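 Cell-based, HFFs, 1000 cells/well, 16 h 37C; cpds in DMSO + HCMV-luc, MOI 1 PFU/cell; 72 h 37C; OneGlo luminescence after 5 min RT; norm. to buffer vs Salinomycin 10uM.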
# FBPA Giardia inh: qHTS Assay for Inhibitors of Fructose-1,6-bisphosphate Aldolase from Giardia Lamblia; purified Giardia FBPA; A8B2U2; AID 2451, 2010; 0.71% of 290,000 active; Potency, µM (titrated, usually from 59.6 µM), inactives show at the top dose activity, negative = inhibition, hits mostly inhibitors; further: potency means the concentration at half of the fitted maximal effect; nearly all actives have a fitted effect of over 55% in size
# Target sequence (A8B2U2 whole entry, looked up): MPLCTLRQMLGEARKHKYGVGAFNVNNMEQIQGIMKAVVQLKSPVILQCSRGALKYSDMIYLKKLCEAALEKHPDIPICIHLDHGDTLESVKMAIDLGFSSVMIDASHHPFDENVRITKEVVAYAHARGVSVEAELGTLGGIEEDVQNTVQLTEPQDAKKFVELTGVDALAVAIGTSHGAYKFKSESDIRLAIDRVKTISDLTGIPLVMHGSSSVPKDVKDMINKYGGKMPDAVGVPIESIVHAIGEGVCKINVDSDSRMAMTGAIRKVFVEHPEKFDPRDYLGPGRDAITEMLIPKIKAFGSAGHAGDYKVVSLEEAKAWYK
#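 40 nM FBPA preincubated 10 min at RT with compound (up to 57.5 uM final), then substrate plus GAPDH/TPI/NAD/arsenate coupling and diaphorase/resazurin added. Fluorescence read after 20 min at RT, 525/598 nm.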
# AmpC inh detg: qHTS Inhibitors of AmpC Beta-Lactamase (assay with detergent); P00811; AmpC hydrolysis of nitrocefin, absorbance 480 nm, 0.01% Triton; Potency, µM (titrated, usually from 114 µM), for inactives: at the highest dose activity change, negative = inhibition, usual class: inhibitors; 0.041% of 370,000 active;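 further: potency means the concentration at half of the fitted maximal effect; 0% = no-compound wells and -100% = no-enzyme wells; nearly all actives have a fitted effect of over 25% in size; some results filed as inactive show a strong effect at the top dose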
#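 AmpC (5.3 nM in the dispensed reagent) in 20 mM phosphate pH 7.0 with 0.01% (detergent screen) or 0.0001% Triton X-100 was preincubated with compounds for 15 min at room temperature. Nitrocefin was then added from an 800 uM solution, and hydrolysis was followed at 480 nm.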
# The depositor's hits bear a star; ? = inconclusive; / = not tested or not shown; & = joins results of further samples; [ ] = another dose, or the depositor's remark. Unless noted, the call rests on the fitted dose curve; in most records, active means well fitted curve in the direction sought with a large enough effect; inconclusive means small, poorly fitted or top-dose-only effect, or another doubt; inactive means no such curve, though single readings can be large; an effect the other way counts as inactive or inconclusive. Unless noted, on the % scale 0 is the no-effect control and ±100 the full control effect. An unsorted share of the library (roughly 7.8% active in at least one column).
SMILES,Sm TGR inh,AMA1-RON2 inh,AmpC inh no detg,HCMV antiviral,FBPA Giardia inh,AmpC inh detg
COc1ccc(C)cc1NC(=O)Cn1cnc2sc(C)c(S(=O)(=O)N3CCOCC3)c2c1=O,-1.4%,-17.3%,-7.2%,16.4,-1.0%,?
COc1ccc(CC(=O)OCc2nnc(C3COc4ccccc4O3)o2)cc1OC (centres undefined),0.7%,3.0%,25.8%,49.2,3.5%,-5.3%
COc1cc(/C=C2\C(C)=C(C#N)c3nc(N)c(C#N)c(C)c32)ccc1OCC(=O)O,13.3%,-12.4%,-29.6%,5.5,?,1.3%
Cc1ccc(-c2cc(-c3ccc(C)cc3)[n+](C)o2)cc1,-1.3%,0.6%,0.4%,-102.8*,-0.7%,?
CC1CCCCC1NC(=O)C1CCN(S(=O)(=O)c2cccc3nsnc23)CC1 (centres undefined),-9.7%,1.4%,-17.1%,28.1,1.7%,-7.7%
COc1cc(OC)c(C2=NOC(C(=O)NCCc3ccccc3)C2)cc1Cl (centres undefined),-21.9%,-0.4%,60.0%[activator],7.1,8.3%,0.2%
CC(C)c1ccc(N2C(=O)CSC23C(=O)N(C)c2ccccc23)cc1 (centres undefined),8.0%,/,/,-11.8,/,0.3%
CC(C)COC(=O)c1nnsc1NC(=O)Nc1ccccc1,-4.7%,1.8%,-23.4%,-11.0,0.4%,-11.8%
CCCN(CC(=O)Nc1ccccc1C)C(=O)COC(=O)CSc1ccc([N+](=O)[O-])cc1,-3.6%,1.4%,-6.3%,-3.1,/,?
O=C(CSc1nc(-c2ccco2)cc(C(F)(F)F)n1)Nc1ccc2c(c1)CCC2,8.0%,-4.6%,-24.4%,-22.0,6.4%,1.6%
COC(=O)N1[C@H](C)C=C[C@]1(Cc1ccccc1)C(=O)O,1.4%,3.4%,10.6%,-5.9,0.5%&-2.6%,-1.4%
C=CCN1C(=O)C(CC(=O)NCC)SC1=Nc1cc(Cl)ccc1Cl (centres undefined),8.1%,-1.5%,65.7%[activator],70.1,-1.1%,1.4%
CSc1ccccc1NC(=O)CN1C(=O)C2CC=CCC2C1=O (centres undefined),0.0%,-9.2%,1.6%,15.0,/,-10.1%
C=CCOc1ccc2ccccc2c1CNc1ncn[nH]1,2.4%,-1.6%,-45.3%,93.3,-5.6%,-8.4%
Cc1cc([N+](=O)[O-])ccc1NC(=O)c1csc(C)c1C,-13.7%,5.7%,-30.0%,64.8,-15.3%,?
Cc1ccc2oc(-c3cccc(NC(=O)/C=C/c4cccc([N+](=O)[O-])c4)c3C)nc2c1,0.0%,-10.4%[2.32 µM],-33.9%,85.7,8.0%,?
Cc1cccc(C2NC(c3cccc(C)c3)C(C)C(=O)C2C)c1 (centres undefined),-4.3%,19.7%,-5.2%,-22.1,-2.0%,4.0%
Cc1c(C(=O)Nc2cccc(-c3nc4ccccc4s3)c2)oc2ccccc12,1.3%,/,/,50.3,/,2.6%
COc1cc(C(=O)Nc2cc(OC)c(OC)c(OC)c2)ccc1OCc1c(C)noc1C,/,5.5%,35.3%,276.6,/,/
Cc1cc(C)cc(NC(=S)N(CCCN2CCN(C)CC2)Cc2cccs2)c1,-0.8%,0.2%,159.1%[activator],1.0,1.3%,3.5%
O=c1c2ccccc2nc(/C=C/c2ccc3c(c2)OCO3)n1-c1ccccc1,11.8%,-26.1%,4.5%,-10.6,-3.5%,?
CCOC(=O)c1ccc(NC(=O)CSc2ccc3ccccc3n2)cc1,8.1%,/,/,19.8,/,-4.1%
Cc1ccc(-n2c(SCC(=O)Nc3ccc4c(c3)OCO4)nnc2-c2cccs2)cc1,-18.2%,1.6%,-41.1%,?,7.5%,?
O=c1oc(/C=C/c2ccccc2)nc2ccccc12,3.8%,-1.4%,20.1%,41.2,3.4%,-9.6%
Cc1ccc(SCC(=O)Nc2ccc(S(=O)(=O)Nc3nccs3)cc2)cc1,-22.9%,-6.1%,-27.3%,-11.5,16.0%,1.1%
# Next results follow:
SMILES,Sm TGR inh,AMA1-RON2 inh,AmpC inh no detg,HCMV antiviral,FBPA Giardia inh,AmpC inh detg
CCOc1ccc(C2C(C(=O)c3ccco3)=C(O)C(=O)N2CCN2CCOCC2)cc1OCC (centres undefined),?,-1.3%,30.9%,14.7,-21.5%,1.3%
CCCN1CCN(S(=O)(=O)c2ccc(OC)c(Br)c2)CC1,-2.9%,-9.3%,21.6%,-1.3,9.7%,-2.7%
Cc1ccc(Nc2nc(/N=C/NO)n[nH]2)cc1C,2.5%,87.0%[activator],-12.0%,40.3,1.1%,1.7%
COCCNC(=O)CSc1nc(-c2ccc(C)cc2)[nH]c1-c1ccc(OC)cc1,8.1%,/,/,-10.1,/,12.3%
C/C(=N/OCO/N=C(\C)c1ccc(F)cc1F)c1ccc(F)cc1F,-0.1%,-12.0%,-17.8%,-34.0,3.5%,?
CC(=O)c1ccc(OCC(=O)OCC(=O)Nc2sccc2C(N)=O)cc1,-1.8%,4.8%,-10.4%,?,/,-16.6%
CN(C(=O)CN(c1ccccc1)S(=O)(=O)c1ccc(F)cc1)C1CCS(=O)(=O)C1 (centres undefined),-0.6%,-0.6%,-0.7%,-9.4,8.3%,3.5%
O=C1Nc2ccc([N+](=O)[O-])cc2OC1CCN1CCOCC1 (centres undefined),11.0%,-12.5%,-9.6%,-19.7,0.8%,8.3%
Cc1ccc2cccc(NS(=O)(=O)c3ccccc3)c2n1,0.8%,46.8%[activator],-0.5%,-80.0*,/,-0.8%
COc1ccc(Nc2nc3ccccc3n3nnnc23)cc1,4.5%,3.6%,-8.8%,55.3,-0.4%,?
Cn1cc(C(O)CN2CCCCC2)c2ccccc21 (centres undefined),2.2%,-3.3%,-3.7%,-13.2,10.6%,?
CC(=O)N/C(=C\c1ccccc1)C(=O)OCC(=O)Nc1cc(S(=O)(=O)N(C)C)ccc1Cl,?,0.2%,18.0%,-13.0,/,-11.6%
Cc1ccc(NC(=S)NCC2CCCO2)cc1C (centres undefined),-10.8%,30.9%[activator],-26.2%,-9.5,-7.9%,-4.0%
Cc1[nH]c2ccc(F)cc2c1CCN(Cc1ccco1)C(=S)NC(C)(C)C,-23.7%,-2.2%,-16.9%,-26.4,4.3%,2.6%
Cc1ccc(NC(=O)Cc2nnc(SCC(=O)NC3=NCCS3)n2C)cc1,-0.2%,-9.9%,6.8%,1.6,-2.8%,2.7%
CCC(C(=O)Nc1ccccc1C(=O)N1CCOCC1)N1C(=O)c2ccccc2C1=O (centres undefined),2.9%,-4.2%,16.8%,-2.8,3.0%,-1.3%
CC(=O)Nc1ccc(SC[C@H](Cc2ccccc2)N2CCN(CCc3ccccc3)CCC2=O)cc1,-31.8%,-6.6%,166.8%[activator],4.4,-0.3%,1.2%
CC(C)C(=O)Nc1cccc(C(=O)Nc2ccc(S(=O)(=O)Nc3nccs3)cc2)c1,-5.0%,5.1%,-45.7%,-25.2,-3.6%,?
CCOc1ccc(NC(=O)c2cc(=O)[nH]c3ccccc23)cc1,-23.1%,1.9%,-28.9%,7.8,-0.7%,-0.1%
CN(C(=O)COC(=O)C1CCN(S(=O)(=O)c2ccc3c(c2)OCCO3)CC1)C1CCCCC1,-1.5%,1.2%,79.0%[activator],-19.5,/,-11.8%
C[C@H](NS(=O)(=O)c1ccccc1F)C(=O)OCC(=O)Nc1ccc2c(c1)OCCO2,/,17.2%,-10.3%,33.4,/,/
CS(=O)c1ccccc1-c1nc(-c2cc(C(F)(F)F)cc(C(F)(F)F)c2)no1 (centres undefined),-3.3%,-6.3%,42.2%[activator],-12.5,-9.3%,?
Cc1ccc(C)c(NC(=S)N(CCc2nc3cc(C)c(C)cc3[nH]2)Cc2cccnc2)c1,-14.4%,-0.8%,-16.4%,0.2,2.3%,-12.4%
Cc1ccc(C(=O)O/N=C(\N)c2ccc(C(F)(F)F)cn2)cc1,-1.6%,-4.9%,-19.6%,6.3,3.0%,2.1%
Cc1c(NC(=S)NC(=O)c2cccc([N+](=O)[O-])c2)c(=O)n(-c2ccccc2)n1C,-17.6%,42.5%[activator],-5.5%,-13.7,/,-1.6%
# The list continues:
SMILES,Sm TGR inh,AMA1-RON2 inh,AmpC inh no detg,HCMV antiviral,FBPA Giardia inh,AmpC inh detg
COC(=O)C1=C(C)NC2=C(C1c1ccc(O)cc1)S(=O)(=O)c1ccccc12 (centres undefined),-0.2%,-3.6%,-44.4%,55.0,13.8%,2.9%
CC(Oc1ccc(F)cc1F)C(=O)NNC(=S)NCC1CCCO1 (centres undefined),4.4%,135.2%[activator],-1.1%,-26.6,/,3.5%
O=C(c1csc2ccccc12)N1CCCCCC1,3.4%,-2.7%,-3.0%,-15.7,4.3%,-12.9%
Cc1ccccc1N1CCN(C2CCCN(C(=O)c3cn4cccc(C)c4n3)C2)CC1 (centres undefined),15.5%,-11.0%,317.2%[activator],-32.0,0.3%,5.6%
CCC(C)N(C)C(=O)c1cc2ccccc2c(-c2ccccc2Cl)n1 (centres undefined),11.4%,3.7%,113.0%[activator],-16.0,-2.9%&-2.6%,-0.4%
O=C(NNC(=S)Nc1ccccc1)c1cccs1,0.1%,72.5%[activator],-16.3%,-1.3,3.0%,?
Cc1cccc(N2CCN(C(=O)C3CCN(S(=O)(=O)c4cccs4)CC3)CC2)c1C,7.5%,/,/,20.2,/,5.6%
Cc1nn(-c2ccccc2)c(C)c1NC(=O)COc1ccc(Cl)cc1Cl,-5.7%,12.3%,141.8%[activator],-98.7*,0.1%,-3.8%
CCC(C)n1c(/C=C/c2ccccc2)nc2ccccc21 (centres undefined),2.6%,59.4%[activator],-16.7%,-1.9,-10.4%,-16.9%
O=C(O)c1ccc(-n2cccn2)c([N+](=O)[O-])c1,/,18.3%,-26.7%,?,7.1%,-2.3%

# One compound at a time (already shown).
# CCOc1ccc(C2C(C(=O)c3ccco3)=C(O)C(=O)N2CCN2CCOCC2)cc1OCC (centres undefined) in the list: Sm TGR inh: ?; AMA1-RON2 inh: -1.3%; AmpC inh no detg: 30.9%; HCMV antiviral: 14.7; FBPA Giardia inh: -21.5%; AmpC inh detg: 1.3%
# Cc1ccc2cccc(NS(=O)(=O)c3ccccc3)c2n1 in the list: Sm TGR inh: 0.8%; AMA1-RON2 inh: 46.8%[activator]; AmpC inh no detg: -0.5%; HCMV antiviral: -80.0*; FBPA Giardia inh: /; AmpC inh detg: -0.8%
# CC(C)COC(=O)c1nnsc1NC(=O)Nc1ccccc1 in the list: Sm TGR inh: -4.7%; AMA1-RON2 inh: 1.8%; AmpC inh no detg: -23.4%; HCMV antiviral: -11.0; FBPA Giardia inh: 0.4%; AmpC inh detg: -11.8%
